All columns: NCI-60 one-dose screen, growth in % after 48 h at 10 µM unless noted; 100 = growth as untreated, 0 = no growth, -100 = all killed.
OVCAR-5 = OVCAR-5 ovarian cancer; 82,000 compounds, 2.9% hits
OVCAR-4 = OVCAR-4 ovarian cancer cells | 80,000 compounds, 3.7% hits | AID 1794784
OVCAR-3 = OVCAR-3 ovarian cancer; 79,000 compounds, 7% hits
IGROV1 = IGROV1 ovarian cancer; 79,000 compounds, 4.7% hits; AID 1794786
OVCAR-8 = OVCAR-8 ovarian cancer; 81,000 compounds, 4.4% hits
NCI-H23 = NCI-H23 lung cancer | 80,000 compounds, 4% hits | AID 1794731
NCI-H522 = NCI-H522 lung cancer. 78,000 compounds, 8% hits. AID 1794739
SK-OV-3 = SK-OV-3 ovarian cancer cells; 80,000 compounds, 3.2% hits; AID 1794785
NCI/ADR-RES = NCI/ADR-RES ovarian cells | 81,000 compounds, 4.4% hits | AID 1794790
The depositor's hits bear a star; nt = not tested or not shown; & = joins results of further samples. Rule for the calls: active = growth percent below 10; inactive = the rest.

The opening 2 compounds, to show the layout:
canonical_smiles	OVCAR-5	OVCAR-4	OVCAR-3	IGROV1	OVCAR-8	NCI-H23	NCI-H522	SK-OV-3	NCI/ADR-RES
N#Cc1c(-c2cccs2)cc(-c2cnccn2)nc1SCC(=O)c1ccccc1	98	98	107	105	99	100	98	104	101
CNCc1ccc([N+](=O)[O-])cc1	86	96	98	104	110	98	100	96	107

The list itself (from the top)
canonical_smiles	OVCAR-5	OVCAR-4	OVCAR-3	IGROV1	OVCAR-8	NCI-H23	NCI-H522	SK-OV-3	NCI/ADR-RES
N#Cc1c(-c2cccs2)cc(-c2cnccn2)nc1SCC(=O)c1ccccc1	98	98	107	105	99	100	98	104	101
CNCc1ccc([N+](=O)[O-])cc1	86	96	98	104	110	98	100	96	107
Nc1c(C(=O)c2ccc3c(c2)OCO3)sc2nc3c(cc12)CN(Cc1ccccc1)CC3	99	69	90	93	76	87	50	94	72
COc1ccc(N2CCN(C(=O)CSc3ccc(-c4nc5cc(C)c(C)cc5[nH]4)cn3)CC2)cc1	93	38	80	68	56	54	36	95	49
CC(=O)CN1C(=O)c2ccccc2C1=O	102	107	105	108	111	95	85	100	100
Cc1nn(-c2ccccc2)c(N2CCCC2)c1-c1nc2ccc(C(=O)NN=Cc3ccc(Cl)cc3)cc2[nH]1	105	85	77	88	55	104	75	55	89
CC(=O)c1nn(-c2ccc(S(N)(=O)=O)cc2)c(-c2ccc(C)cc2)c1S(=O)(=O)c1ccccc1	102	95	nt	118	97	107	94	104	110
O=S(O)c1ccc(Cl)cc1	114	108	120	117	103	nt	94	nt	100
Nc1nnc(CSc2nnc3n(Cc4ccccc4)c(=O)c4c5c(sc4n23)CCCC5)s1	103	99	92	nt	99	88	67	43	94
NC(N)=N/N=C(\C=C\c1ccccc1)C(=O)O	104	104	108	103	103	105	100	111	103
Cc1cc(=O)[nH]c(SCC(=O)N2CCN(c3cc4c(cc3F)c(=O)c(C(=O)O)cn4C3CC3)CC2)n1	102	107	107	102	100	98	93	96	106
CCc1ccc(-c2ccc(-n3nc(C)c4c(=O)[nH]cnc43)cc2)cc1	107	96	121	106	104	96	82	94	109
O=C(O)CC1(c2ccccc2)OC(=O)c2ccccc21 (centres undefined)	114	117	102	106	97	104	106	106	102
CCOC(=O)C1=C(C)NC(=O)NC1c1ccc(OC)cc1 (centres undefined)	97	106	108	99	102	112	nt	103	103
Cc1ccc2[nH]c(=O)c3c(c2c1)Oc1ncn2nc(-c4ccco4)nc2c1C3c1ccc(Cl)cc1 (centres undefined)	98	88	111	98	93	93	89	-91*	95
CCc1nc2cc(Cl)ccc2c(=O)n1-c1c(CC(=O)O)cnn1C	98	102	115	98	102	99	106	102	107
O=C(OCc1ccccc1)c1ccccc1C(=O)OCc1ccccc1	113	118	105	83	86	103	92	121	96
O=C(Nc1ncc(Cc2ccccc2)s1)C1CCCCC1	101	113	108	97	100	98	85	105	93
Cc1[nH]n(C(N)=S)c(=O)c1N=Nc1ccc(S(=O)(=O)Nc2ccncn2)cc1	111	95	99	67	106	102	100	100	104
COc1ccc(CN2[C@@H](C(=O)NCc3ccc(C(=O)NO)cc3)Cc3c([nH]c4ccccc34)[C@@H]2C)cc1	4.3*	40	11	12	28	15	-5.1*	-8.4*	69

Copied from the results shown, two compounds:
canonical_smiles	OVCAR-5	OVCAR-4	OVCAR-3	IGROV1	OVCAR-8	NCI-H23	NCI-H522	SK-OV-3	NCI/ADR-RES
N#Cc1c(-c2cccs2)cc(-c2cnccn2)nc1SCC(=O)c1ccccc1	98	98	107	105	99	100	98	104	101
CNCc1ccc([N+](=O)[O-])cc1	86	96	98	104	110	98	100	96	107

Later entries:
canonical_smiles	OVCAR-5	OVCAR-4	OVCAR-3	IGROV1	OVCAR-8	NCI-H23	NCI-H522	SK-OV-3	NCI/ADR-RES
CCOc1ccc(N2C(=O)C(C)CNC2=S)cc1 (centres undefined)	102	100	106	114	102	102	107	105	105
CCCCOc1ccc(OCCCN2CCOCC2)cc1	nt	104	107	97	105	103	99	104	94
CCCCC1(/C=N/NC(N)=S)NC(=O)NC1=O (centres undefined)	109	112	109	108	95	96	65	83	108
O=C(O)C(c1ccccc1)C1(O)CCCCCC1 (centres undefined)	107	120	132	122	106	93	100	133	103
Cc1ccc2nc3c4ccccc4c4ccccc4c3nc2c1	101	96	98	67	93	87	nt	89	106
COc1cc(C(=O)NNC(=O)c2ccc(NC(=O)CO)cc2)cc(OC)c1OC	112	107	97	99	83	97	72	89	97
Cc1ccc(/C=C2\C(=O)N(C)c3ccc(Br)cc32)s1	94	90	99	73	93	90	85	88	94
O=[N+]([O-])c1ccc(CSc2ncnc3c2ncn3C2CCCCO2)cc1 (centres undefined)	107	91	100	108	109	89	77	97	92
O=C1CSC(c2ccc(C(F)(F)F)cc2)N1NC(=O)C(O)(c1ccccc1)c1ccccc1 (centres undefined)	86	93	97	73	95	79	96	103	84
O=c1c2cc(F)ccc2sc2c(NCCCNCCO)nc3ccc(F)cc3c12	74	41	30	44	58	83	61	80	67
Cc1cc(Nc2nc(N3CCN(C)CC3)nc3ccccc23)n[nH]1	87	54	76	36	100	92	41	26	122
C[C@@H]1CN2SN1C[C@@H]2C	26	nt	110	101	104	106	97	nt	104
O=C(NN1C(=O)CCC1=O)c1ccc(NC(=O)c2ccccn2)cc1	100	92	103	100	105	100	98	100	102
COc1ccc2[nH]cc(-c3cc(-c4cc(OC)c(OC)c(OC)c4)nc(N)c3C#N)c2c1	93	95	nt	79	89	85	72	87	58
CC(C)CC(NS(=O)(=O)c1ccc(C(=O)Cc2ccccc2C(=O)O)cc1)C(=O)O (centres undefined)	103	108	nt	106	103	99	99	112	104
COc1ccccc1C(=O)c1ccccc1C(=O)c1ccccc1	124	100	109	100	100	95	nt	100	98
N#Cc1c(-c2cccc(O)c2O)cc(-c2ccc3ccccc3c2)[nH]c1=O	79	70	19	49	70	52	51	78	91
COc1ccc(S(=O)(=O)NCCNc2nccc(-c3c(-c4cccc(O)c4)nc4sccn34)n2)cc1	145	104	102	89	85	103	91	107	100
O=C(Cn1c(=O)[nH]c2ccccc2c1=O)NCC(=O)N/N=C/c1ccccc1	108	104	109	105	105	105	101	117	101
CCCCCCCCCCCCCCCC[N+](C)(C)CCCNS(=O)(=O)c1ccccc1[N+](=O)[O-]	102	103	120	95	101	103	107	111	106

Part of the list above, reformatted.
Second line of a record: OVCAR-5	OVCAR-4	OVCAR-3	IGROV1	OVCAR-8	NCI-H23	NCI-H522	SK-OV-3	NCI/ADR-RES
> COc1ccc2[nH]cc(-c3cc(-c4cc(OC)c(OC)c(OC)c4)nc(N)c3C#N)c2c1
→ 93	95	nt	79	89	85	72	87	58
> CC(C)CC(NS(=O)(=O)c1ccc(C(=O)Cc2ccccc2C(=O)O)cc1)C(=O)O (centres undefined)
→ 103	108	nt	106	103	99	99	112	104
> COc1ccccc1C(=O)c1ccccc1C(=O)c1ccccc1
→ 124	100	109	100	100	95	nt	100	98
> N#Cc1c(-c2cccc(O)c2O)cc(-c2ccc3ccccc3c2)[nH]c1=O
→ 79	70	19	49	70	52	51	78	91
> COc1ccc(S(=O)(=O)NCCNc2nccc(-c3c(-c4cccc(O)c4)nc4sccn34)n2)cc1
→ 145	104	102	89	85	103	91	107	100
> O=C(Cn1c(=O)[nH]c2ccccc2c1=O)NCC(=O)N/N=C/c1ccccc1
→ 108	104	109	105	105	105	101	117	101

(next part)
canonical_smiles	OVCAR-5	OVCAR-4	OVCAR-3	IGROV1	OVCAR-8	NCI-H23	NCI-H522	SK-OV-3	NCI/ADR-RES
O=c1c(-c2n[nH]c(=S)o2)cnc2n1CCCCC2	110	115	115	115	100	96	97	114	96
C[C@H](NC(=O)OC(C)(C)C)c1ncc[nH]1	114	nt	119	120	102	107	105	104	109
Cc1ccc(S(=O)(=O)NN)cc1	96	108	109	100	98	105	93	114	112
O=c1ncc2c([nH]1)-c1cn(Cc3ccccc3)cc1CC2	92	100	145	nt	107	92	91	99	97
COc1ccc(C2(O)N=C3N=CC=C4c5ccccc5N=C2N43)cc1 (centres undefined)	122	87	74	87	73	74	82	84	71
O=C1N[C@@H]2[C@@H](O)[C@@H](O)[C@H](O)C[C@H]2c2cc3c(cc21)OCCO3	107	107	111	103	107	107	101	103	107
N#Cc1ccc(-c2ccc(-c3cccs3)s2)cc1F	101	48	78	71	82	80	nt	43	76
COc1ccc(C2CC(c3cccc(Nc4ccncc4)c3)=Nc3c(N)nc(N)nc3N2)cc1 (centres undefined)	95	77	92	61	46	66	80	96	105
Clc1ccc2nc(CI)c(CI)nc2c1	91	100	65	nt	93	86	nt	99	100
O=C(Cn1cc(COc2ncnc3c2cnn3-c2ccccc2)nn1)Nc1cccnc1	98	100	105	98	63	102	89	nt	96
Cc1cc(CSc2ccc(Cl)cc2)ccc1N	100	97	98	86	100	99	81	106	95
COc1cc([N+](=O)[O-])ccc1NC(=O)Oc1ccc(NC(C)=O)cc1	107	109	117	91	98	96	93	101	101
OC1(c2ccccc2)OC(c2ccccc2)(c2ccccc2)c2ccccc21 (centres undefined)	86	111	99	81	81	80	79	95	81
CCN1C(=O)CC(SC2CC(=O)N(CC)C2=O)C1=O (centres undefined)	106	102	107	107	109	96	96	103	99
C/C=C(\C)C(C(=O)NC1CCCCC1)N(C(=O)C1CCc2cc(F)ccc2O1)c1ccc([N+](=O)[O-])cc1 (centres undefined)	93	79	89	86	88	92	82	90	86
Cc1nc2ccc(C(=O)NCc3cc(C(=O)O)c(C)o3)cc2nc1C	100	95	101	106	97	101	92	80	106
COc1ccc(Nc2ncccc2NC(=O)c2cn(Cc3cccc(Oc4ccccc4)c3)nn2)c(OC)c1	102	92	94	104	95	91	88	101	86
Cc1nc(-n2[nH]c(=O)ccc2=O)sc1N=Nc1ccccc1	100	104	114	95	103	103	103	103	108
O=C1COCCN1c1ccc(N2C(=O)C(Cl)C2c2cn(Cc3ccc(F)cc3)c3ccccc23)cc1 (centres undefined)	101	102	116	109	106	106	94	107	108
COc1cc(-c2nn(-c3ccc(C(=O)O)cc3)cc2C(=O)O)ccc1O	110	84	43	81	73	63	12	74	30

canonical_smiles	OVCAR-5	OVCAR-4	OVCAR-3	IGROV1	OVCAR-8	NCI-H23	NCI-H522	SK-OV-3	NCI/ADR-RES
O=C(c1ccc(Cl)cc1Cl)N1c2ccccc2Sc2ccccc21	71	82	59	61	51	74	64	69	61
CC(C)Oc1ccc(C(=O)O)cc1	93&105	112&109	113&103	95&113	103&106	83&97	111&106	115&96	107&117
COc1ccc2c(c1)C(C)Cc1c(ncnc1-n1cnc3ccccc31)N2C (centres undefined)	49	70	6.0*	51	18	32	-19*	14	11
Cc1cccc(NC(=O)CN2CCN(c3cc(=O)[nH]c4ccc(F)cc34)CC2)c1	100	92	108	89	98	102	86	104	95
COc1cc(C2CC(c3ccc(Nc4nc(NCCO)nc(N5CCOCC5)n4)cc3)=Nc3c(N)nc(N)nc3N2)cc(OC)c1OC (centres undefined)	109	90	101	110	97	99	94	109	98
Clc1cccc(/C=N/Nc2nc(N/N=C/c3cccc(Cl)c3)nc(N3CCOCC3)n2)c1	95	66	56	51	49	71	14	130	62
O=[N+]([O-])c1ccc(N/N=C/c2ccco2)nc1	101	112	115	121	109	97	95	112	117
CC1(C)CN=C(C(Oc2ccc(F)cc2)c2ccccc2)NC1 (centres undefined)	110	nt	120	101	106	96	102	116	97
COc1ccc(Cc2nn3cc(-c4ccccc4)nc3s2)cc1	87	103	110	90	96	99	85	106	101
Fc1ccc(NC(=S)Nc2ccc(Cl)cc2)cc1	95	57	106	80	85	68	61	101	85
CCOC(=O)/C(F)=C/C1CC1CC(C)(C)C (centres undefined)	107	108	103	103	106	97	98	119	100
CCOC(=O)c1c(C)nc2c(c1N)/C(=C/c1ccc[nH]1)C(=O)N2c1cc(OC)c(OC)c(OC)c1	91	90	101	103	nt	98	75	88	58
C=CCN1C(=O)/C(=C\C(=O)c2cc3ccccc3oc2=O)c2ccccc21	116	89	69	92	105	88	12	89	103
Cc1cc2nc3[nH]c4ccccc4c3nc2cc1C	102	83	92	-6.3*	62	100	94	86	79
Cc1cc2nc3ccc(N(C)C)cc3nc2cc1N	98	98	89	98	71	82	nt	113	80
COC(=O)/C=C/c1ccccc1	90	96	106	90	102	94	81	nt	96
COCCn1cc(-c2csc(-c3cn(C)c4ccc(F)cc34)n2)c2cccnc21	81	48	76	94	71	76	31	93	59
Cc1c(C(=O)C(SC(=S)N2CCN(C)CC2)SC(=S)N2CCN(C)CC2)nnn1-c1ccc(Cl)cc1	113	69	88	101	95	96	90	101	105
CCOC(=O)c1csc(NC(=S)Nc2ccc(Cl)cc2)n1	94	93	102	97	78	90	60	79	100
COc1ccc(NC2=CC(=S)NC(C)(C)C2)cc1	97	102	121	105	91	98	93	105	102

canonical_smiles	OVCAR-5	OVCAR-4	OVCAR-3	IGROV1	OVCAR-8	NCI-H23	NCI-H522	SK-OV-3	NCI/ADR-RES
COC(=O)/C=C/CNC(=O)c1ccc(C(=O)/C=C\C(C)=O)cc1	105	101	81	105	98	104	82	108	101
CCOC(=O)/C(=C\c1ccccc1Cl)P(=O)(OCC)OCC	82	75	56	66	59	47	34	96	44
COc1ccc(-c2nnc(SCc3ccc(O)c4ncccc34)o2)cc1	88	24	22	43	35	38	27	52	17
CC(=O)Nc1cccc(C(C)=O)c1	115	113	102	117	102	101	85	107	103
NN(c1ccccc1)c1ccccc1	108	61	71	90	74	74	71	97	84
O=c1[nH]ccc2nc(N3CCC(O)CC3)nc(Nc3ccc(N4CCOCC4)cc3)c12	43	112	101	47	86	58	75	15	95
CCOC(=O)N/N=C/c1cccc([N+](=O)[O-])c1	97	107	109	129	105	109	nt	115	109
